Screens deposited in PubChem BioAssay by Sanford-Burnham Center for Chemical Genomics.
Mdm2-MdmX inh – inhibitors of human Mdm2/MdmX interaction | O15151+Q00987 | SaOS-2 split-luciferase Mdm2/MdmX complementation, luminescence | inhibition, % at 8 µM | 330,000 tested, 3% active | AID 485346;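 active = inhibition of at least 50% at 8 µM in the primary screen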
UPR XBP1 act – adaptive UPR (XBP1) activation; CHO-XBP1 luciferase reporter, IRE1-XBP1 UPR activation, luminescence; percent of tunicamycin response, DMSO as zero; activation, % at 20 µM; 330,000 tested, 0.33% active; AID 463104;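 active = versus positive control, 20 µM dose yields 30% or more activation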;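 note: 100% = tunicamycin at 10 µg/mL and 0% = DMSO only wells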
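Material: CHO-XBP1 cells stably carrying IRE1-XBP1-driven luciferase reporter / Amount: 1000 cells per well / Compound: 20 µM, 1% DMSO / Times: 6 h treatment, 37 °C / Detection: luciferase luminescence / Measure: % activation of reporter signal versus tunicamycin and DMSO controls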
tim23-1 inh – tim23-1 yeast growth inhibition. S. cerevisiae tim23-1 growth, BacTiter-Glo luminescence, 24 h. AID 463212. 330,000 tested, 1.3% active. inhibition, % at 20 µM;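 active = growth inhibition of the mutant yeast at or above 50%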;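 note: temperature-sensitive mutant grown at 25 °C; plate controls were DMSO-treated mutant yeast for no effect and medium wells lacking yeast for full effect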
Jurkat NFkB inh – lowers PMA/ionomycin-induced NF-kB signal in Jurkat cells | AID 435003 | 330,000 tested, 0.53% active | inhibition, % at 4 µM | PMA/ionomycin-induced NF-kB luciferase reporter, luminescence; in the data active = inhibition above about 50%
APJ ag – activates the human apelin receptor APJ | P35414 | activation, % at 20 µM | 330,000 tested, 0.11% active | CHO-K1 APJ PathHunter beta-arrestin, luminescence; 0% DMSO wells, 100% apelin;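 active = activation more than six SD over the plate average, tested at 20 µM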;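 note: 0% = DMSO alone and 100% = apelin-13 at 10 nM; some results filed as inactive read as strong as hits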
Target sequence (P35414 whole entry, looked up): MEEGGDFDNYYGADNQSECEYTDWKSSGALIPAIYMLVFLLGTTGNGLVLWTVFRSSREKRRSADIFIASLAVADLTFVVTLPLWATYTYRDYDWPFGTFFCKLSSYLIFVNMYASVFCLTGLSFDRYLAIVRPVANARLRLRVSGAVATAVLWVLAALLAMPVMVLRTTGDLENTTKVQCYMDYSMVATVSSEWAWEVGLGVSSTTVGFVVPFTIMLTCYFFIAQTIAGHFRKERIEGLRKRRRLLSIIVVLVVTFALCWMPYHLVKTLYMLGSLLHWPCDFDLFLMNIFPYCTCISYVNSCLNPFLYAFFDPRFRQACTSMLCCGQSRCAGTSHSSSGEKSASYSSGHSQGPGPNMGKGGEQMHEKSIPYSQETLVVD
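Material: CHO-K1 APJ beta-arrestin complementation cell line; Input: cell density 1000 per well; Incubation: compound stimulation 90 min at 25 °C, detection 60 min; Signal: luminescence from split beta-galactosidase complementation, Galacton Star/Emerald II substrate; Controls: DMSO-only wells as negative, 10 nM Apelin-13 as positive control.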
697 NFkB inh – inhibitors of the PMA/ionomycin-induced NF-kB reporter in 697 B cells. 697 B-cell NF-kB luciferase reporter, 16 h. inhibition, % at 4 µM. 330,000 tested, 0.33% active. AID 435022; in the data active = inhibition above about 35%
CHOP UPR activ – apoptotic UPR (CHOP) activation; CHO-CHOP luciferase reporter, luminescence; percent of tunicamycin response over DMSO baseline; activation, % at 10 µM; 330,000 tested, 0.34% active; AID 449763;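 active = at 10 µM dose, activation of 40% or more, normalized to positive control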;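 note: 100% = tunicamycin at 10 µg/mL and 0% = DMSO alone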
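measured by = luciferase luminescence | assay system = CHO-CHOP cells, stable luciferase reporter of PERK-eIF2a-CHOP signalling | amount = 500 reporter cells seeded per well | timing = 6 h compound exposure at 37 °C after overnight seeding | controls = positive tunicamycin 10 µg/mL, negative DMSO alone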
APJ antagonist – antagonists of human APJ apelin receptor; P35414; 330,000 tested, 0.32% active; CHO-K1 APJ beta-arrestin complementation, luminescence; inhibition, % at 20 µM;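 active = inhibition above about 40% at 20 µM, limit read from the data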;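 note: cells challenged with 10 nM apelin-13 agonist together with compound; plate controls were apelin-13 plus DMSO wells for no effect and DMSO wells lacking apelin-13 for full effect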
Numbers without * were called inactive.

CCOc1ccc(Cl)cc1C1=CC(=O)C[C@H](c2ccc(OC)cc2)C1 was read as Mdm2-MdmX inh 33, UPR XBP1 act 7, tim23-1 inh 24, Jurkat NFkB inh 35, APJ ag 0, 697 NFkB inh -86, CHOP UPR activ 1.7 and APJ antagonist 13.
For Cc1ccc(NC(=O)N2CCc3ccccc3C2)cc1 the results were Mdm2-MdmX inh -8, UPR XBP1 act 2, tim23-1 inh 17, Jurkat NFkB inh -88, APJ ag -6, 697 NFkB inh -83, CHOP UPR activ 3.4 and APJ antagonist 6.
COc1ccccc1C(=O)NC(=O)COC(=O)c1oc2ccccc2c1C was read as Mdm2-MdmX inh 38, UPR XBP1 act -1, tim23-1 inh 10, Jurkat NFkB inh -7, APJ ag -4, 697 NFkB inh 13, CHOP UPR activ -1.4 and APJ antagonist 4.
Cc1ccc(NC(=O)c2ccc3snnc3c2)cc1 was read as Mdm2-MdmX inh -99, UPR XBP1 act 2, tim23-1 inh 1, Jurkat NFkB inh -88, APJ ag -1, 697 NFkB inh -67, CHOP UPR activ 2.6 and APJ antagonist 6.
COc1ccc(N(C(=O)c2snc(C(N)=O)c2N)C(C(=O)NC2CCCC2)c2cccs2)c(OC)c1 (centres undefined) was read as Mdm2-MdmX inh -4, UPR XBP1 act 6, tim23-1 inh 29, Jurkat NFkB inh 2, APJ ag 2, 697 NFkB inh 15, CHOP UPR activ 0.5 and APJ antagonist 7.
For Cc1ccc(NC(=O)N[C@@H](CC(C)C)C(=O)O)c(C)c1 the results were Mdm2-MdmX inh -25, UPR XBP1 act 2, tim23-1 inh 6, Jurkat NFkB inh -8, APJ ag -2, 697 NFkB inh 4, CHOP UPR activ 0.1 and APJ antagonist -28.
For Cc1noc(C)c1S(=O)(=O)Nc1c(C)n(C)n(-c2ccccc2)c1=O the results were Mdm2-MdmX inh -2, UPR XBP1 act 1, tim23-1 inh -3, Jurkat NFkB inh 2, APJ ag 3, 697 NFkB inh -7, CHOP UPR activ 1.0 and APJ antagonist 5.
Screening COc1ncnc2c1oc1nc(C(C)C)c3c(c12)CC(C)(C)OC3 returned Mdm2-MdmX inh 7, UPR XBP1 act 1, tim23-1 inh 16, Jurkat NFkB inh -6, APJ ag -6, 697 NFkB inh 17, CHOP UPR activ -0.5 and APJ antagonist 2.
Screening COc1ccc(C(CNC(=O)Cc2cc(OC)c(OC)c(OC)c2)N2CCCC2)cc1 (centres undefined) returned Mdm2-MdmX inh -33, UPR XBP1 act 0, tim23-1 inh 19, Jurkat NFkB inh -15, APJ ag -4, 697 NFkB inh 4, CHOP UPR activ -1.2 and APJ antagonist -31.
Screening Fc1ccccc1N1CCN(Cc2nc(-c3ccccc3)no2)CC1 returned Mdm2-MdmX inh -45, UPR XBP1 act -2, tim23-1 inh 32, Jurkat NFkB inh -4, APJ ag -1, 697 NFkB inh 4, CHOP UPR activ 1.3 and APJ antagonist -5.
For Cc1cc(C(=O)NNC(=O)COc2c(C)cc(Br)cc2C)n[nH]1 the results were Mdm2-MdmX inh 26, UPR XBP1 act -3, tim23-1 inh -7, Jurkat NFkB inh 0, APJ ag -6, 697 NFkB inh 3, CHOP UPR activ 0.2 and APJ antagonist -2.
For COC(=O)[C@]1(C)N[C@H](CN(C)C(=O)Nc2ccc(C(F)(F)F)cc2)[C@@H]2C(=O)N(C)C(=O)[C@@H]21 the results were Mdm2-MdmX inh -11, UPR XBP1 act -1, tim23-1 inh -17, Jurkat NFkB inh 2, APJ ag -4, 697 NFkB inh 20, CHOP UPR activ 1.3 and APJ antagonist -18.

Sorted by number of heavy atoms (lowest first): part of the list above.
Screening COc1ncnc2c1oc1nc(C(C)C)c3c(c12)CC(C)(C)OC3 returned Mdm2-MdmX inh 7, UPR XBP1 act 1, tim23-1 inh 16, Jurkat NFkB inh -6, APJ ag -6, 697 NFkB inh 17, CHOP UPR activ -0.5 and APJ antagonist 2.
Screening Fc1ccccc1N1CCN(Cc2nc(-c3ccccc3)no2)CC1 returned Mdm2-MdmX inh -45, UPR XBP1 act -2, tim23-1 inh 32, Jurkat NFkB inh -4, APJ ag -1, 697 NFkB inh 4, CHOP UPR activ 1.3 and APJ antagonist -5.
COc1ccccc1C(=O)NC(=O)COC(=O)c1oc2ccccc2c1C was read as Mdm2-MdmX inh 38, UPR XBP1 act -1, tim23-1 inh 10, Jurkat NFkB inh -7, APJ ag -4, 697 NFkB inh 13, CHOP UPR activ -1.4 and APJ antagonist 4.

(further entries)
Cn1c(=O)[nH]c(=O)c2c1nc(N1CCCCCC1)n2CCOc1ccccc1 was read as Mdm2-MdmX inh -7, UPR XBP1 act 2, tim23-1 inh 6, Jurkat NFkB inh 9, APJ ag -3, 697 NFkB inh -31, CHOP UPR activ -1.0 and APJ antagonist 6.
Screening O=C(COC(=O)c1ncc(Cl)c(Cl)c1Cl)Nc1ccccc1OC(F)F returned Mdm2-MdmX inh 0, UPR XBP1 act -2, tim23-1 inh 26, Jurkat NFkB inh 0, APJ ag -1, 697 NFkB inh 4, CHOP UPR activ 0.0 and APJ antagonist 6.
Screening O=C(COC(=O)CC1CC2CCC1C2)NC(=O)NCc1ccco1 (centres undefined) returned Mdm2-MdmX inh -1, UPR XBP1 act 0, tim23-1 inh -6, Jurkat NFkB inh 3, APJ ag -4, 697 NFkB inh -7, CHOP UPR activ -2.6 and APJ antagonist 5.
Screening O=C(COC(=O)c1cc(S(=O)(=O)N2CCOCC2)ccc1F)c1ccccc1 returned Mdm2-MdmX inh -6, UPR XBP1 act -3, tim23-1 inh 23, Jurkat NFkB inh 1, APJ ag 0, 697 NFkB inh -4, CHOP UPR activ 0.8 and APJ antagonist -21.
Screening Cc1ccc2oc(=O)c3cnn(CC(=O)N(CCN(C)C)Cc4ccco4)c3c2c1 returned Mdm2-MdmX inh 24, UPR XBP1 act -3, tim23-1 inh -8, Jurkat NFkB inh -5, APJ ag -5, 697 NFkB inh 14, CHOP UPR activ 3.0 and APJ antagonist 18.
Screening Cc1nnsc1S(=O)(=O)Cc1ccccc1Cl returned Mdm2-MdmX inh 15, UPR XBP1 act 0, tim23-1 inh 6, Jurkat NFkB inh 4, APJ ag -3, 697 NFkB inh -5, CHOP UPR activ -1.1 and APJ antagonist 11.
`CC(C)OC(=O)c1ccc(N2CCN(c3ccc(F)cc3)CC2)nc1` gave Mdm2-MdmX inh 17, UPR XBP1 act -7, tim23-1 inh 31, Jurkat NFkB inh 24, APJ ag -4, 697 NFkB inh -27, CHOP UPR activ -1.0 and APJ antagonist 1.
Screening c1ccc(-c2noc(-c3cccc4ccccc34)n2)cc1 returned Mdm2-MdmX inh -191, UPR XBP1 act 4, tim23-1 inh -1, Jurkat NFkB inh -131, APJ ag -5, 697 NFkB inh -179, CHOP UPR activ 3.6 and APJ antagonist 9.
Screening Cc1cc(C)c(NC(=O)Nc2ccccc2C)c(Cl)c1 returned Mdm2-MdmX inh 8, UPR XBP1 act 1, tim23-1 inh 1, Jurkat NFkB inh 13, APJ ag 1, 697 NFkB inh 28, CHOP UPR activ 0.8 and APJ antagonist 3.
For COc1ccc(/C=N/OCC(=O)OCC(=O)N(C)c2ccccc2)cc1 the results were Mdm2-MdmX inh 17, UPR XBP1 act -4, tim23-1 inh 13, Jurkat NFkB inh 7, APJ ag -3, 697 NFkB inh 19, CHOP UPR activ -1.7 and APJ antagonist 21.
CC1CCN(c2c(NCC3CCC(C(=O)NCCc4ccc(Cl)cc4)CC3)c(=O)c2=O)CC1 (centres undefined) was read as Mdm2-MdmX inh 23, UPR XBP1 act 0, tim23-1 inh 4, Jurkat NFkB inh 14, APJ ag -3, 697 NFkB inh 12, CHOP UPR activ -0.2 and APJ antagonist 21.
`COc1ccc(OC)c(N(CC(=O)NCc2ccccn2)S(C)(=O)=O)c1` gave Mdm2-MdmX inh 24, UPR XBP1 act 1, tim23-1 inh 1, Jurkat NFkB inh -3, APJ ag -19, 697 NFkB inh 21, CHOP UPR activ 1.9 and APJ antagonist 10.
For CC(C)/C=N/NC(=O)c1cccc(N2CCCC2=O)c1 the results were Mdm2-MdmX inh 6, UPR XBP1 act -4, tim23-1 inh 15, Jurkat NFkB inh -11, APJ ag -2, 697 NFkB inh 11, CHOP UPR activ -2.0 and APJ antagonist -1.
`CC1CC(C)CN(C(=O)c2ccc(Br)c(S(=O)(=O)N3CCOCC3)c2)C1` (centres undefined) gave Mdm2-MdmX inh 42, UPR XBP1 act -1, tim23-1 inh 30, Jurkat NFkB inh 3, APJ ag -4, 697 NFkB inh 8, CHOP UPR activ -0.7 and APJ antagonist 13.
Screening COc1ccc(-c2noc(-c3cc(C)cc(C)c3)n2)cc1OC returned Mdm2-MdmX inh -2, UPR XBP1 act 3, tim23-1 inh 0, Jurkat NFkB inh -6, APJ ag -4, 697 NFkB inh -14, CHOP UPR activ 0.5 and APJ antagonist 7.
Screening Cc1cccc(NC(=O)CN(C)S(=O)(=O)c2cccc3cccnc23)c1 returned Mdm2-MdmX inh 10, UPR XBP1 act -3, tim23-1 inh 6, Jurkat NFkB inh -2, APJ ag -5, 697 NFkB inh 15, CHOP UPR activ -1.4 and APJ antagonist -1.
Screening Cc1ccccc1OCCC(=O)Nc1ccccc1C(=O)N1CCCCC1 returned Mdm2-MdmX inh 4, UPR XBP1 act -1, tim23-1 inh 12, Jurkat NFkB inh 4, APJ ag -2, 697 NFkB inh 15, CHOP UPR activ -2.4 and APJ antagonist 11.
O=c1cc2c(nn1Cc1ccccc1)-c1ccccc1CC2 was read as Mdm2-MdmX inh 12, UPR XBP1 act 1, tim23-1 inh 25, Jurkat NFkB inh 14, APJ ag -2, 697 NFkB inh 22, CHOP UPR activ 0.3 and APJ antagonist -5.
For CCNC(=O)N(C)C[C@H]1N[C@@](Cc2ccccc2)(C(=O)OC)[C@H]2C(=O)N(C)C(=O)[C@@H]12 the results were Mdm2-MdmX inh 8, UPR XBP1 act -3, tim23-1 inh -6, Jurkat NFkB inh -15, APJ ag -6, 697 NFkB inh 19, CHOP UPR activ 1.0 and APJ antagonist 13.
COCCN(C(=O)CN1CCc2ccccc21)c1c(N)n(Cc2ccccc2)c(=O)[nH]c1=O was read as Mdm2-MdmX inh 8, UPR XBP1 act 7, tim23-1 inh 16, Jurkat NFkB inh 7, APJ ag -4, 697 NFkB inh -3, CHOP UPR activ -0.3 and APJ antagonist -9.
`Cc1nn(-c2ccccc2)c(N2CCCCC2)c1/C=N/O` gave Mdm2-MdmX inh 5, UPR XBP1 act 2, tim23-1 inh 7, Jurkat NFkB inh -1, APJ ag -6, 697 NFkB inh -10, CHOP UPR activ -0.8 and APJ antagonist -11.
For CCN1C(=NCCc2cccnc2)N[C@@H](c2ccccc2)[C@H](C(=O)OC)[C@H]1C the results were Mdm2-MdmX inh 1, UPR XBP1 act 0, tim23-1 inh 14, Jurkat NFkB inh -2, APJ ag -1, 697 NFkB inh 4, CHOP UPR activ 0.2 and APJ antagonist -6.
Screening CN(C)C(=O)CCc1ccc2c3c([nH]c2c1)[C@]1(C)[C@@H](C(=O)N2CCCCC2)C[C@H](CC(=O)NCc2cccc(C(F)(F)F)c2)C(=O)N1CC3 returned Mdm2-MdmX inh 30, UPR XBP1 act -1, tim23-1 inh 29, 697 NFkB inh -6 and CHOP UPR activ 6.4.
Screening CCc1cccc(NC(=O)c2cnn(-c3ccccc3)c2C)c1 returned Mdm2-MdmX inh -177, UPR XBP1 act -6, tim23-1 inh 35, Jurkat NFkB inh -147, APJ ag 0, 697 NFkB inh -170, CHOP UPR activ 4.6 and APJ antagonist 9.
